HSF1 inhib: HSF1 inhibition | AID 2098 | activity change, negative = inhibition, % at 7.5 µM (by protocol) | NIH3T3-HGL HSE-luciferase, MG132-induced, luminescence 8 h; hits give low values | 300,000 tested, 0.77% active;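 active = more than half of replicate wells show activity change below -50%, luminescence cut by over half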;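 note: luciferase reports HSF-1 transcriptional activity via heat shock element; 0% = median of DMSO wells and -100% = zero luminescence signal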
Platelet DG rel: modulates dense granule release in human platelets; human platelet-rich plasma, SFLLRN dense granule ATP release, luminescence; inhibition, %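 (compounds screened at 7.5 µM in platelet-rich plasma)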; 300,000 tested, 0.22% active;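 active = mean replicate score, as percent of positive control, at or above 50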
HSP90 inh: HSP90 refolding inhibition in rabbit reticulocyte lysate | AID 1789 | luciferase refolding luminescence, 3 h | inhibition, % at 5.6 µM | 290,000 tested, 0.91% active;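 active = inhibition above the screen-wide mean plus 3 SD, computed separately per campaign, cut at about 16% in these data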;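 note: 0% = DMSO wells and 100% = 60 µM geldanamycin wells; inhibitors lower the luminescence because luciferase stays unfolded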
HDAC3 inhib: blocks human histone deacetylase 3 | AID 2718 | recombinant HDAC3, fluorogenic peptide/trypsin coupled, fluorescence | O15379 | 320,000 tested, 0.15% active | inhibition, % at 8.3 µM; in the data active = inhibition above about 26%, passing the limit was not always enough
Target sequence (O15379 whole entry, looked up): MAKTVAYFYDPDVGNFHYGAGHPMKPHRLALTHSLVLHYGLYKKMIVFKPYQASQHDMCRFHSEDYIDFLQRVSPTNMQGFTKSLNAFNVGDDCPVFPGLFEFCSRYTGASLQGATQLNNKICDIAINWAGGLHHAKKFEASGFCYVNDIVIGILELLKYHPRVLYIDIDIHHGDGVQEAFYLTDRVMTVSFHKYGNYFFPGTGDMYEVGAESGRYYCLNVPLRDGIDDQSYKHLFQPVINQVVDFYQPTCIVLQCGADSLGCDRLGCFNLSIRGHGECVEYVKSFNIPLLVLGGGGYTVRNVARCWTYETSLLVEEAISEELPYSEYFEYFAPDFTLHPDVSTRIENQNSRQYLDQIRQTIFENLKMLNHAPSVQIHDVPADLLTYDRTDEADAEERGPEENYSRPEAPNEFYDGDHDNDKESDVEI
HIF act: HIF pathway transcriptional activation; activation, % at 7.5 µM (by protocol); U2OS HRE-luciferase reporter, luminescence; normalized: DMSO 0%, desferrioxamine 100%; AID 1910; 300,000 tested, 0.32% active;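 active = mean activation of at least 10% of the iron chelator positive control signal, with at least half of replicates also reaching 10%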
IEC-6 tox: IEC-6 cytotoxicity, counter-screen for KLF5 inhibitors | luminescence viability | inhibition, % at 5 µM | 290,000 tested, 0.78% active; in the data active = inhibition above about 22%;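 note: 0% = plate median of test compound wells and 100% = cytotoxic reference compound wells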
HSF-1 act: increases HSF-1 driven luciferase reporter signal. NIH3T3-HGL HSF-1 luciferase reporter, MG132, 8 h; 100% = twice DMSO control signal. activation, % at 9 µM. 300,000 tested, 1.7% active. AID 504408;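 active = mean replicate activation of at least 50% with a set share of replicates each reaching 50%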;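 note: 0% = median of the neutral control wells and 100% = twice that signal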
aSyn UTR inh: 5' untranslated region of α-synuclein, MLPCN primary screen | 300,000 tested, 0.82% active | inhibition, % (tested at 7.5 µM) | alpha-synuclein 5'UTR reporter, inhibitor activity; in the data active = inhibition above about 60%;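 note: H4 neuroglioblastoma cells stably carrying SNCA 5'UTR luciferase fusion; 0% = DMSO wells and 100% = positive control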
AI-2 QS modul: modulates the Vibrio harveyi AI-2 quorum sensing system. Vibrio harveyi JMH597 AI-2 luminescence/OD600 ratio, 9 h; hits give low values; strain lacks LuxN and CqsS sensors; 0 = neutral-control median. activity change, % at 7.5 µM. 300,000 tested, 0.4% active. AID 2094; in the data active = activity change below about -75%, passing the limit was not always enough;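 note: luminescence divided by OD600 gain over 9 h not by final OD600 alone; inactives centre near 13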
KLF5 inh: suppresses KLF5 promoter-driven expression. DLD-1 KLF5 promoter-luciferase reporter, luminescence. AID 1700. 290,000 tested, 0.23% active. inhibition, % at 5 µM;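 active = inhibition above a per-plate limit of that plate's mean compound inhibition plus 3 SD, cut at about 60% in these data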;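 note: 0% = DMSO wells and 100% = LY294002 at 200 µM; higher means less KLF5 promoter-driven luciferase light; inactives centre near -14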
Starred values were filed as active, the others as inactive; x = not tested or not shown.

1. CC1CC(C(F)F)n2nc(C(=O)Nc3sc4c(c3C#N)CCC(C(C)(C)C)C4)nc2N1 (stereo not drawn)
2. CCOC(=O)C1(CCOC)CCN(Cc2ccccc2-c2ccco2)CC1
3. Cc1sc(NC(=O)CSC2=NCCS2)nc1-c1ccccc1
4. CCNS(=O)(=O)c1ccc(CCC(=O)N2CCN(c3cccc(Cl)c3)CC2)cc1
5. CCN1CNC(=S)N(c2cccc(C)c2)C1
6. Fc1ccccc1OCCCCSc1ncccn1
7. COc1ccc(CCNC(=O)CN(c2ccccc2)S(C)(=O)=O)cc1
8. O=C(CSc1ncn[nH]1)CSc1ncn[nH]1
9. COc1ccc(CNC(=O)c2ccccc2C(=O)O)cc1
10. COC(=O)c1ccc(OS(=O)(=O)N(C)C)cc1

assay / entry	1	2	3	4	5	6	7	8	9	10
HSF1 inhib	-3	-6	6	2	x	5	-4	-23	-1	19
Platelet DG rel	-2	0	0	9	x	3	-2	-2	1	2
HSP90 inh	-1	-7	2	-1	-2	-3	-1	-6	-2	-4
HDAC3 inhib	1	0	1	10	12	3	1	37*	-10	-3
HIF act	-0.2	0.0	0.5	-1.0	x	0.2	-0.2	0.1	-0.6	1.1
IEC-6 tox	2	-6	2	0	-4	2	1	-7	-4	3
HSF-1 act	3	10	35	4	x	0	7	-37	0	31
aSyn UTR inh	-29	1	-44	9	x	-12	-6	12	16	-88
AI-2 QS modul	7	14	-3	-1	6	-26	4	40	3	14
KLF5 inh	-19	-7	-30	-27	12	-10	-13	0	-30	-27

Record cards, as listed above. Order of values: HSF1 inhib, Platelet DG rel, HSP90 inh, HDAC3 inhib, HIF act, IEC-6 tox, HSF-1 act, aSyn UTR inh, AI-2 QS modul, KLF5 inh
Listed for `Cc1sc(NC(=O)CSC2=NCCS2)nc1-c1ccccc1` = 6, 0, 2, 1, 0.5, 2, 35, -44, -3, -30
Listed for `CCOC(=O)C1(CCOC)CCN(Cc2ccccc2-c2ccco2)CC1` = -6, 0, -7, 0, 0.0, -6, 10, 1, 14, -7

Next part:
11. Cc1nnc(SCc2nnc(-c3cccs3)o2)s1
12. CCN(Cc1ccccc1)C(=O)c1cc(COc2c(F)cccc2F)on1
13. Cc1cccc(NC(=O)c2ccc(NC(C)c3ccccc3)c([N+](=O)[O-])c2)n1 (stereo not drawn)
14. COc1cc2c(c(OC)c1OC)CC(=O)N(C)CC2
15. Cc1onc(-c2ccccc2)c1C(=O)OCC(=O)N1CCN(c2ccccc2)CC1
16. CC1CCN(C(=O)Cn2nnc(-c3ccccc3)n2)CC1
17. O=C(COc1ccc(Br)cc1Cl)NC1CCCCC1
18. O=C1Nc2ccccc2S/C1=C/Nc1cccc(Cl)c1
19. O=C(NCCN1C(=O)S/C(=C\c2ccccc2F)C1=O)C1CCCN1C(=O)c1cccs1 (stereo not drawn)
20. N#CC1=C(N)Oc2n[nH]c(-c3cccnc3)c2C1c1cc(F)ccc1F (stereo not drawn)

assay / entry	11	12	13	14	15	16	17	18	19	20
HSF1 inhib	-5	2	-1	-9	-5	7	32	-1	7	-2
Platelet DG rel	2	-3	-56	6	-4	9	0	-3	-2	11
HSP90 inh	2	-4	0	-5	x	3	-3	-1	-2	5
HDAC3 inhib	4	0	3	-2	2	3	5	14	4	-6
HIF act	0.3	0.1	0.1	0.1	-0.1	2.6	1.5	3.1	-0.3	-0.8
IEC-6 tox	11	0	0	-9	x	-7	-1	-2	0	-7
HSF-1 act	-3	8	-8	-21	-10	-7	36	7	11	1
aSyn UTR inh	-8	-11	-43	-4	7	-41	-162	-203	11	15
AI-2 QS modul	30	19	0	-1	31	-5	15	36	27	8
KLF5 inh	-12	-19	-34	-24	x	-41	-38	-22	3	2

21. N#Cc1nc(-c2ccccc2Cl)oc1N1CCOCC1
22. COc1cc(NS(=O)(=O)c2ccc(NC(=S)NC(=O)/C=C/c3ccc(OC)c(OC)c3)cc2)ncn1
23. CCCCS(=O)(=O)Nc1ccc2c(c1)ncn2C1CCCCC1
24. O=C1CCC(=O)N1CCSC(=S)N1CCSCC1
25. COc1ccc2nc(C)cc(Sc3nc4ccccc4s3)c2c1
26. O=c1[nH]c(N2CCOCC2)nc2ccccc12
27. COC(=O)C(O)(CC(=O)Nc1cccc(SC)c1)C(F)(F)F (stereo not drawn)
28. Cc1cc(OCCOCCNCc2ccccc2)ccc1C(C)C
29. c1ccc2[nH]c(NCCCN3CCOCC3)nc2c1
30. COc1ccc(S(=O)(=O)N2CCC(O)(c3ccc4c(c3)OCO4)CC2)cc1

assay / entry	21	22	23	24	25	26	27	28	29	30
HSF1 inhib	0	-55*	-2	0	-2	-2	-1	-7	-3	x
Platelet DG rel	-5	-3	-2	-8	-6	2	-17	3	1	1
HSP90 inh	4	0	3	0	7	-8	-1	-3	5	0
HDAC3 inhib	-8	2	2	2	4	-2	1	2	11	5
HIF act	-0.6	-0.3	0.1	0.6	0.4	-0.4	-0.4	-1.1	0.6	-0.6
IEC-6 tox	5	-1	3	-1	18	4	-1	-2	5	4
HSF-1 act	2	-65	-7	12	-7	-16	-15	-14	-2	x
aSyn UTR inh	-43	-8	-24	-23	5	4	26	-21	-13	8
AI-2 QS modul	5	8	14	19	14	9	14	-9	14	5
KLF5 inh	-21	-13	-33	-16	-22	-14	-35	-30	-13	2

Exported with two lines to a compound: three of the compounds above.
Each structure is followed by: HSF1 inhib | Platelet DG rel | HSP90 inh | HDAC3 inhib | HIF act | IEC-6 tox | HSF-1 act | aSyn UTR inh | AI-2 QS modul | KLF5 inh
23. CCCCS(=O)(=O)Nc1ccc2c(c1)ncn2C1CCCCC1
→ -2 | -2 | 3 | 2 | 0.1 | 3 | -7 | -24 | 14 | -33
24. O=C1CCC(=O)N1CCSC(=S)N1CCSCC1
→ 0 | -8 | 0 | 2 | 0.6 | -1 | 12 | -23 | 19 | -16
25. COc1ccc2nc(C)cc(Sc3nc4ccccc4s3)c2c1
→ -2 | -6 | 7 | 4 | 0.4 | 18 | -7 | 5 | 14 | -22

Next part
31. Cc1c(N=Cc2ccccn2)c(=O)n(-c2ccccc2)n1C
32. Cc1ccccc1Nc1nnc(SCc2nc3ccccc3c(=O)[nH]2)s1
33. O=C(COC(=O)C1=COCCO1)Nc1ccc(OC(F)F)cc1
34. O=C(Nc1ccc(F)cc1)c1ccc(C(=O)N2CCCC(O)C2)cc1 (stereo not drawn)
35. O=C(Nc1ccc2c(c1)oc1ccccc12)c1ccc2c(c1)OCO2
36. COc1ccccc1-c1nnc(NC(=O)C(C)SC2=NCCS2)s1 (stereo not drawn)
37. COC(=O)c1sc(NC(=O)c2csc3c2CCCC3)nc1C
38. Cc1cc(C)c(S(=O)(=O)N2CCCCC2)cc1N(C)S(=O)(=O)c1ccc(Cl)cc1
39. Cc1cc(=O)oc2cc(OCC(=O)N3CCCC(C)C3)ccc12 (stereo not drawn)
40. CCCCn1c(N)c(N(CCOC)C(=O)c2cccc(-n3cnnn3)c2)c(=O)[nH]c1=O

assay / entry	31	32	33	34	35	36	37	38	39	40
HSF1 inhib	6	4	2	2	19	1	18	9	-2	3
Platelet DG rel	4	5	-4	3	-1	9	6	1	11	-7
HSP90 inh	-2	0	2	x	-1	1	36*	4	2	x
HDAC3 inhib	2	-4	-1	-4	2	9	15	6	-1	-1
HIF act	-0.2	0.3	-0.6	-1.7	4.2	0.0	2.2	-0.1	-0.2	0.6
IEC-6 tox	1	10	-2	x	-8	2	-3	11	14	x
HSF-1 act	6	9	-4	-15	18	-10	30	1	-12	-5
aSyn UTR inh	17	31	-3	8	-233	-59	-228	18	2	4
AI-2 QS modul	13	3	-2	19	6	9	14	18	-10	13
KLF5 inh	-20	17	-15	x	-59	-32	-25	-8	-5	x

41. CCCCNC(=O)CO/N=C(\C)c1cc2ccccc2o1
42. Cc1ccc(C)c(OCCC(=O)NNC(=O)c2ccccc2)c1
43. COc1ccc(/C(C)=N\O)cc1OC
44. Cc1oc2cc3oc(=O)c(CC(=O)NCC(=O)N[C@@H](C(=O)O)c4ccccc4)c(C)c3cc2c1C
45. O=c1c2ccccc2c(-c2ccc(Br)cc2)nn1Cc1ccccc1
46. Cc1cccc(-n2c(Cc3cc(=O)[nH]c(=O)[nH]3)nnc2SCC(=O)N2CCCCC2)c1
47. C#CCOCCOCCOCCNc1nc(N2CCN(C(=O)[C@H](Cc3ccc(O)cc3)n3cc([C@@H](N)C(C)CC)nn3)CC2)nc(N2CCN(C(=O)[C@H](CCCCN)n3cc([C@@H](N)CC(C)C)nn3)CC2)n1 (stereo partly drawn)
48. O=C(C1CCCN(S(=O)(=O)c2cnc[nH]2)C1)N1CC(=O)N(CCc2ccccc2)C(=O)C1 (stereo not drawn)
49. COc1cc(CN2CCN(C(c3ccccc3)c3ccccc3)CC2)cc(OC)c1OC
50. COc1ccc(C(C)=O)cc1CSc1nnc(Nc2ccccc2C)s1
51. O=C(NN1C(=O)c2ccccc2NC1c1ccccn1)c1ccc(Br)cc1 (stereo not drawn)
52. Cn1c(CS/C(N)=N/N=C/c2ccccc2)c(Br)c(=O)n1-c1ccccc1

assay / entry	41	42	43	44	45	46	47	48	49	50	51	52
HSF1 inhib	13	-2	5	-4	x	-8	-5	0	-11	13	-4	5
Platelet DG rel	14	-8	22	0	0	-8	0	-6	-4	4	-2	-52
HSP90 inh	-4	x	2	-3	3	0	-1	2	0	4	1	5
HDAC3 inhib	0	-11	-5	1	3	7	-3	4	-5	6	-6	1
HIF act	1.4	0.5	0.0	0.1	-0.1	-0.2	-0.5	x	-0.4	-0.1	0.2	-0.4
IEC-6 tox	0	x	-8	3	2	8	-8	-6	-2	-1	2	1
HSF-1 act	19	-2	9	5	x	3	2	-2	-3	24	25	3
aSyn UTR inh	-50	3	17	20	34	-16	12	1	20	10	-9	-28
AI-2 QS modul	3	x	10	17	42	36	-4	45	-2	17	5	-3
KLF5 inh	-36	x	-19	-26	-41	-33	-3	-59	-25	-16	-26	-19

Assay outcomes from PubChem.
